# T cruzi intra = inhibitors of intracellular Trypanosoma cruzi, primary screen, cell-based, plate reader, single point, set 2; activity score (inhibition), % at 5.01 µM; intracellular Trypanosoma cruzi in host cells; 22,000 tested, 4.9% active; in the data active means activity score above about 55%;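 further: parasites and compound incubated about four days before reading; 0% = median of neutral control wells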
# INS-1E rescue = protection of INS-1E cells from cytokine death, primary screen, ATP luminescence, single point; AID 488910, 2010; INS-1E cytokine-induced death, 48 h; normalised: neutral wells 0, positive control 100; protection from cytokine-induced ATP loss, % at 10 µM; 20,000 tested, 0.1% active;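 active means mean replicate protection from cytokine-induced ATP loss at least 50% and at least 75% of replicates each reaching 50%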
#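 Test system: INS-1E rat cells | Quantity: 8000 cells per well | Medium: Phenol-red-free RPMI with 5% fetal bovine serum | Reagent: Cytokine cocktail of IFN-γ, TNF-α and IL-1β | Doses: One compound concentration, pin transfer | Timing: 48 h co-treatment, 10 min post-lysis read | Technique: Luminescent ATP assay (CellTiter-Glo)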
# An asterisk follows results filed as active; x = no result given. Some of the compounds tested. The share of hits here may be higher or lower than overall.
SMILES,T cruzi intra,INS-1E rescue
C[C@@H]1CN([C@H](C)CO)C(=O)c2cccc(NC(=O)Nc3cccc4ccccc34)c2O[C@@H]1CN(C)Cc1ccc(Oc2ccccc2)cc1,22,-22
C[C@@H]1CN([C@@H](C)CO)C(=O)c2cccc(NS(=O)(=O)c3cccs3)c2O[C@H]1CN(C)Cc1ccncc1,-4,5
Cc1noc(C)c1NC(=O)N(C)C[C@@H]1Oc2c(NC(=O)CCCCCC(=O)Nc3ccccc3N)cccc2C(=O)N([C@@H](C)CO)C[C@H]1C,-15,-2
C[C@H]1CN([C@@H](C)CO)C(=O)Cc2cc(NC(=O)Cn3cnnn3)ccc2O[C@H]1CN(C)S(C)(=O)=O,-12,2
C[C@@H]1CCCCO[C@@H](CN(C)Cc2ccc(C(=O)Nc3ccccc3N)cc2)[C@@H](C)CN([C@H](C)CO)C(=O)c2cc(NC(=O)c3ccccc3)ccc2O1,51,14
C[C@H](CO)N1C[C@H](C)[C@@H](CN(C)Cc2ccc(Oc3ccccc3)cc2)Oc2ccc(NC(=O)CCC(F)(F)F)cc2C1=O,-1,-19
C[C@@H]1CN([C@H](C)CO)C(=O)c2cccc(NS(=O)(=O)c3ccc(F)cc3)c2O[C@H]1CN(C)Cc1ccc(-c2ccccc2)cc1,6,5
C[C@H]1CN([C@@H](C)CO)C(=O)c2cccc(NC(=O)C3CCOCC3)c2O[C@@H]1CN(C)C(=O)NC1CCCCC1,-26,10
C[C@@H]1CN([C@H](C)CO)C(=O)c2cc(NC(=O)Nc3cccc4ccccc34)ccc2O[C@H]1CN(C)S(=O)(=O)c1ccc(Cl)cc1,1,-6
O=C(N/N=C/c1ccc(O)c(F)c1)c1ccccc1O,-11,-12
C[C@@H]1CN([C@H](C)CO)C(=O)c2cccc(NC(=O)c3nc4ccccc4s3)c2O[C@@H]1CN(C)C,-36,-14
COc1ccc(S(=O)(=O)Nc2ccc3c(c2)C(=O)N([C@H](C)CO)C[C@H](C)[C@H](CN(C)Cc2ccc(C(=O)O)cc2)O3)cc1,10,x
C[C@H](CO)N1C[C@H](C)[C@H](CN(C)CC2CC2)Oc2c(NC(=O)c3cnccn3)cccc2C1=O,-18,-7
C[C@@H]1CN([C@H](C)CO)C(=O)Cc2cc(NC(=O)Nc3ccc(F)cc3)ccc2O[C@@H]1CN(C)S(=O)(=O)c1ccc(F)cc1,-23,1
COC(=O)CCCCCCC(=O)N/N=C/c1cccc(C(=O)O)c1,-24,6
Cc1ccc(S(=O)(=O)Nc2cccc3c2O[C@H](CN(C)S(=O)(=O)c2ccc(Cl)cc2)[C@H](C)CN([C@@H](C)CO)C3=O)cc1,9,4
COc1ccc(CN(C)C[C@@H]2Oc3ccc(NC(=O)Nc4ccc(OC)cc4)cc3CC(=O)N([C@H](C)CO)C[C@@H]2C)cc1,20,2
C[C@H](CO)N1C[C@H](C)[C@H](CN(C)Cc2ccc(C(F)(F)F)cc2)Oc2ccc(NC(=O)NC3CCCCC3)cc2CC1=O,16,20
C[C@@H]1CN([C@@H](C)CO)C(=O)c2cccc(NS(=O)(=O)c3ccc(F)cc3)c2O[C@H]1CN(C)S(=O)(=O)c1cn(C)cn1,-4,8
C[C@H]1CN([C@@H](C)CO)C(=O)c2cc(NS(=O)(=O)c3ccc(F)cc3)ccc2O[C@H]1CN(C)S(=O)(=O)c1cn(C)cn1,3,4
C[C@H](CO)N1C[C@H](C)[C@H](CN(C)Cc2cccc(C(F)(F)F)c2)Oc2ncc(-c3ccccc3)cc2C1=O,42,x
C[C@H](CO)N1C[C@H](C)[C@H](CN(C)S(=O)(=O)c2ccccc2)Oc2ccc(NS(=O)(=O)c3ccc(Cl)cc3)cc2CC1=O,-6,4
Cc1ccc(S(=O)(=O)N(C)C[C@H]2Oc3c(NC(=O)Nc4ccc5c(c4)OCO5)cccc3C(=O)N([C@@H](C)CO)C[C@H]2C)cc1,12,-15
C[C@@H]1CN([C@H](C)CO)C(=O)c2cccc(NC(=O)c3ccc(-c4nccs4)cc3)c2O[C@H]1CN(C)Cc1ccc(-c2ccccc2)cc1,43,-3

# Profiles, quoted from the list. Order of screens: T cruzi intra	INS-1E rescue
# C[C@@H]1CN([C@@H](C)CO)C(=O)c2cccc(NS(=O)(=O)c3ccc(F)cc3)c2O[C@H]1CN(C)S(=O)(=O)c1cn(C)cn1 in the list: -4	8
# Cc1ccc(S(=O)(=O)N(C)C[C@H]2Oc3c(NC(=O)Nc4ccc5c(c4)OCO5)cccc3C(=O)N([C@@H](C)CO)C[C@H]2C)cc1 in the list: 12	-15

# (more compounds)
SMILES,T cruzi intra,INS-1E rescue
C[C@H](CO)N1C[C@H](C)[C@H](CN(C)S(=O)(=O)c2cccs2)Oc2ncc(C#CC(C)(C)O)cc2C1=O,-7,1
COc1ccc(CN(C)C[C@@H]2Oc3ccc(NC(=O)Nc4ccccc4)cc3CC(=O)N([C@H](C)CO)C[C@H]2C)cc1,-7,-8
Cc1noc(C)c1NC(=O)Nc1ccc2c(c1)C(=O)N([C@H](C)CO)C[C@H](C)[C@H](CN(C)S(=O)(=O)c1ccc(Cl)cc1)O2,-1,10
C[C@@H]1CN([C@H](C)CO)C(=O)c2cccc(NC(=O)Nc3ccc(F)cc3)c2O[C@@H]1CN(C)C,-14,-2
CC(C)NC(=O)N(C)C[C@@H]1Oc2c(NC(=O)Nc3ccc(C(F)(F)F)cc3)cccc2C(=O)N([C@@H](C)CO)C[C@@H]1C,4,-4
C[C@@H]1CN([C@@H](C)CO)C(=O)c2cc(NC(=O)CCC(F)(F)F)ccc2O[C@H]1CN(C)S(=O)(=O)c1cccs1,3,x
C[C@@H]1CN([C@@H](C)CO)C(=O)c2cccc(NC(=O)C3CC3)c2O[C@H]1CN(C)S(C)(=O)=O,-16,8
C[C@@H]1CN([C@@H](C)CO)C(=O)c2cc(NC(=O)C3CCCCC3)ccc2O[C@H]1CN(C)S(C)(=O)=O,10,5
CC(C)NC(=O)N(C)C[C@H]1Oc2c(NC(=O)Nc3cccc4ccccc34)cccc2C(=O)N([C@H](C)CO)C[C@@H]1C,19,-3
COc1ccc(S(=O)(=O)Nc2ccc3c(c2)CC(=O)N([C@@H](C)CO)C[C@H](C)[C@@H](CN(C)Cc2ccc4c(c2)OCO4)O3)cc1,28,-1
C[C@@H]1CN([C@@H](C)CO)C(=O)c2cccc(NS(=O)(=O)c3ccccc3)c2O[C@H]1CN(C)Cc1ccncc1,1,10
Cc1noc(C)c1NC(=O)N(C)C[C@H]1Oc2c(NC(=O)c3cnccn3)cccc2C(=O)N([C@H](C)CO)C[C@@H]1C,-20,17
C[C@H]1CN([C@@H](C)CO)C(=O)Cc2cc(NC(=O)C3CCCCC3)ccc2O[C@@H]1CN(C)CC1CCCCC1,-2,-36
C[C@H](CO)N1C[C@H](C)[C@H](CN(C)S(=O)(=O)c2cccs2)Oc2ncc(C#Cc3ccccc3)cc2C1=O,73*,x
COc1ccc(CN(C)C[C@@H]2Oc3c(NC(=O)Nc4ccc(C(F)(F)F)cc4)cccc3C(=O)N([C@H](C)CO)C[C@H]2C)cc1,79*,-77
C[C@H](CO)N1C[C@H](C)[C@H](CN(C)Cc2ccc(-c3ccccc3)cc2)Oc2ccc(NC(=O)Cn3cnnn3)cc2C1=O,4,-5
COc1ccc(S(=O)(=O)Nc2ccc3c(c2)C(=O)N([C@H](C)CO)C[C@H](C)[C@@H](CN(C)C(=O)NC2CCCCC2)O3)cc1,-8,-2
C[C@H](CO)N1C[C@H](C)[C@H](CN(C)S(=O)(=O)c2ccc(F)cc2)Oc2c(NC(=O)c3cnccn3)cccc2C1=O,2,15
Cc1cc(C(=O)Nc2cccc3c2O[C@@H](CN(C)Cc2ccccc2)[C@H](C)CN([C@@H](C)CO)C3=O)n(C)n1,4,2
Cc1ccc(S(=O)(=O)N(C)C[C@@H]2Oc3ccc(NS(=O)(=O)c4ccc(F)cc4)cc3C(=O)N([C@@H](C)CO)C[C@H]2C)cc1,14,x
C[C@@H]1CN([C@H](C)CO)C(=O)c2cccc(NC(=O)c3ccncc3)c2O[C@@H]1CN(C)S(C)(=O)=O,-23,13
C[C@H]1CN([C@@H](C)CO)C(=O)c2cc(NC(=O)C3CC3)ccc2O[C@@H]1CN(C)Cc1ccc2c(c1)OCO2,9,2
COc1ccc(S(=O)(=O)Nc2ccc3c(c2)C(=O)N([C@@H](C)CO)C[C@@H](C)[C@H](CN(C)C(=O)Nc2ccc4c(c2)OCO4)O3)cc1,1,5
C[C@@H]1CN([C@H](C)CO)C(=O)Cc2cc(NS(=O)(=O)c3cccs3)ccc2O[C@H]1CN(C)S(=O)(=O)c1cn(C)cn1,-15,4

# Some of the entries above, reformatted:
structure	T cruzi intra	INS-1E rescue
C[C@@H]1CN([C@H](C)CO)C(=O)c2cc(NC(=O)Nc3cccc4ccccc34)ccc2O[C@H]1CN(C)S(=O)(=O)c1ccc(Cl)cc1	1	-6
O=C(N/N=C/c1ccc(O)c(F)c1)c1ccccc1O	-11	-12
C[C@@H]1CN([C@H](C)CO)C(=O)c2cccc(NC(=O)c3nc4ccccc4s3)c2O[C@@H]1CN(C)C	-36	-14

# Some of the entries so far, bar-delimited:
smiles | T cruzi intra | INS-1E rescue
Cc1ccc(S(=O)(=O)N(C)C[C@@H]2Oc3ccc(NS(=O)(=O)c4ccc(F)cc4)cc3C(=O)N([C@@H](C)CO)C[C@H]2C)cc1 | 14 | x
C[C@@H]1CN([C@H](C)CO)C(=O)c2cccc(NC(=O)c3ccncc3)c2O[C@@H]1CN(C)S(C)(=O)=O | -23 | 13
C[C@H]1CN([C@@H](C)CO)C(=O)c2cc(NC(=O)C3CC3)ccc2O[C@@H]1CN(C)Cc1ccc2c(c1)OCO2 | 9 | 2
COc1ccc(S(=O)(=O)Nc2ccc3c(c2)C(=O)N([C@@H](C)CO)C[C@@H](C)[C@H](CN(C)C(=O)Nc2ccc4c(c2)OCO4)O3)cc1 | 1 | 5

# Carrying on.
SMILES,T cruzi intra,INS-1E rescue
C[C@H]1CN([C@@H](C)CO)C(=O)CCCn2nncc2CO[C@H]1CN(C)C(=O)Nc1ccc2c(c1)OCCO2,-14,x
C[C@@H]1CCCCO[C@H](CN(C)CC2CCCCC2)[C@@H](C)CN([C@H](C)CO)C(=O)c2cc(NC(=O)Nc3ccc(C(F)(F)F)cc3)ccc2O1,70*,-59
C[C@H](CO)N1C[C@H](C)[C@H](CN(C)S(C)(=O)=O)Oc2ccc(NC(=O)c3ccncc3)cc2C1=O,-11,0
Cc1ccc(S(=O)(=O)Nc2cccc3c2O[C@H](CN(C)CC2CC2)[C@@H](C)CN([C@H](C)CO)C3=O)cc1,-11,11
O=C(N/N=C/c1ccc(O)cc1O)c1ccccc1O,67*,-128
Cc1noc(C)c1NC(=O)Nc1ccc2c(c1)CC(=O)N([C@H](C)CO)C[C@@H](C)[C@@H](CN(C)S(=O)(=O)c1c(C)noc1C)O2,-43,19
C[C@H]1CN([C@@H](C)CO)C(=O)Cc2cc(NC(=O)Nc3cccc4ccccc34)ccc2O[C@H]1CN(C)Cc1ccncc1,18,-5
C[C@@H]1CN([C@H](C)CO)C(=O)c2cccc(NS(=O)(=O)c3cn(C)cn3)c2O[C@H]1CN(C)Cc1ccccc1,-16,4
CC(C)NC(=O)N(C)C[C@@H]1OCCCC[C@@H](C)Oc2ccc(NS(C)(=O)=O)cc2C(=O)N([C@H](C)CO)C[C@@H]1C,-9,1
C[C@H](CO)N1C[C@H](C)[C@@H](CN(C)CC2CC2)Oc2c(NC(=O)NC3CCCCC3)cccc2C1=O,25,-11
C[C@H](CO)N1C[C@H](C)[C@@H](CN(C)C(=O)Nc2ccccc2)Oc2ccc(NC(=O)Nc3ccc(F)cc3)cc2C1=O,-2,9
C[C@H](CO)N1C[C@H](C)[C@H](CN(C)Cc2ccc3c(c2)OCO3)Oc2ccc(NC(=O)Nc3ccc(F)cc3)cc2CC1=O,9,-1
C[C@@H]1CN([C@H](C)CO)C(=O)Cc2cc(NC(=O)Nc3ccc4c(c3)OCO4)ccc2O[C@@H]1CN(C)C(=O)Nc1ccc2c(c1)OCO2,-6,1
C[C@@H]1CN([C@H](C)CO)C(=O)Cc2cc(NC(=O)C3CC3)ccc2O[C@@H]1CN(C)S(=O)(=O)c1ccc(F)cc1,-16,19
Cc1[nH]cnc1/C=N/NC(=O)c1ccccc1O,-5,-5
C[C@@H]1CN([C@@H](C)CO)C(=O)c2cc(NS(=O)(=O)c3ccccc3)ccc2O[C@H]1CN(C)S(=O)(=O)c1cccs1,6,-1
C[C@H]1CN([C@@H](C)CO)C(=O)Cc2cc(NS(=O)(=O)c3cn(C)cn3)ccc2O[C@H]1CN(C)C(=O)NC1CCCCC1,-11,0
C[C@H](CO)N1C[C@H](C)[C@H](CN(C)Cc2ccc(C(=O)O)cc2)Oc2ccc(NS(C)(=O)=O)cc2C1=O,-15,7
C[C@@H]1CN([C@H](C)CO)C(=O)c2cc(NC(=O)Nc3ccc(F)cc3)ccc2O[C@H]1CN(C)C(=O)Nc1ccc(C(F)(F)F)cc1,-25,-10
Cc1ccc(S(=O)(=O)Nc2ccc3c(c2)CC(=O)N([C@@H](C)CO)C[C@@H](C)[C@@H](CN(C)S(=O)(=O)c2ccc(F)cc2)O3)cc1,20,-3
CNC[C@H]1Oc2c(NS(C)(=O)=O)cccc2C(=O)N([C@H](C)CO)C[C@@H]1C,-25,15
C[C@H](CO)N1C[C@H](C)[C@H](CN(C)S(C)(=O)=O)Oc2ccc(NC(=O)C3CC3)cc2C1=O,-12,6
COc1ccc(S(=O)(=O)N(C)C[C@H]2Oc3ccc(NC(=O)C4CCCCC4)cc3CC(=O)N([C@@H](C)CO)C[C@@H]2C)cc1,-25,7
C[C@H]1CN([C@@H](C)CO)C(=O)Cc2cc(NC(=O)CCC(F)(F)F)ccc2O[C@@H]1CN(C)Cc1ccc(C(=O)O)cc1,-48,18
